# Bioassay records as filed in PubChem.
# ERG-DNA inh: qHTS for Small Molecule Inhibitors of the ERG Ets/DNA interaction; Transcriptional regulator ERG (Homo sapiens), P11308; Potency, µM (titrated, usually from 76.9 µM), for the others: at the highest dose FP activity, negative = inhibition, usual class: inhibitors; fluorescence polarization, His-ERG Ets domain / labelled DNA; AID 624246, 2012; 0.028% of 370,000 active; active means well fitted inhibition curve with a large enough effect in the polarisation, with a control signal flat; inconclusive means small, poorly fitted or top-dose-only effect, or effect the other way, or a change in a side signal; inactive means no such curve, though single readings can be large or run the other way; the % refers to the polarisation;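 further: polarization taken with two DNA probes labelled with fluorescein and Texas red; potency means the concentration at half of the fitted maximal effect; % of control where 0% means no effect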
# Target sequence (P11308 whole entry, looked up, the tested form may be a part): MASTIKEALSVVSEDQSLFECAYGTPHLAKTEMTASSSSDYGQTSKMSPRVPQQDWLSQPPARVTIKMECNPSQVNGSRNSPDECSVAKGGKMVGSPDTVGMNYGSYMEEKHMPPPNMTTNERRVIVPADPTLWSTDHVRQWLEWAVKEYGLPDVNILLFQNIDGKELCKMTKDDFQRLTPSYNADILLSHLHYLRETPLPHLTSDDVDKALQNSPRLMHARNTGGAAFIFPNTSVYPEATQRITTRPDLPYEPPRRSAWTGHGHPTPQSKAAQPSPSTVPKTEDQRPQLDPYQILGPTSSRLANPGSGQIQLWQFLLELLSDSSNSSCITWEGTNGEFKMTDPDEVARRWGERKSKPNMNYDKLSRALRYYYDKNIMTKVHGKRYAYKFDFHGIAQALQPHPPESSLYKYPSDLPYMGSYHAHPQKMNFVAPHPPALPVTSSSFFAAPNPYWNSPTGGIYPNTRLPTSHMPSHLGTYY
#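 His-tagged ERG Ets domain (1 uM in the protein solution; 300mM KCl, 50mM Tris-HCl, 1mM EDTA, 1mM DTT, pH 7.5) received compound, then a probe mix of 5 nM fluorescein-DNA and 100nM Texas-615-DNA. Fluorescence polarization was read for both dyes.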
# Pol kappa inh: qHTS for Inhibitors of Polymerase Kappa | DNA polymerase kappa (Homo sapiens), Q9UBT6 | purified Pol kappa, fluorescent DNA synthesis assay, 10 min | Potency, µM (highest dose often 107 µM), without a hit: at the top dose activity, negative = inhibition, most hits filed as inhibitors | 0.53% of 400,000 active | AID 588579, 2011; further: potency means the concentration at half of the fitted maximal effect; on the % scale 0 is the no-effect control and ±100 the full control effect
#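 Pol kappa 10 nM + cpd, 15 min RT; start w/ substrate 50 nM final; fluorescence kinetic read, 0 and 10 min. Neg ctrl: buffer, no enzyme.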
# 12-LOX inh: Primary qHTS assay for inhibitors of human arachidonate 12S-lipoxygenase (ALOX12): Round 2; purified 12hLO, xylenol orange hydroperoxide absorbance; 1.1% of 580,000 active; AID 1671190, 2021; Potency, µM (doses to about 108 µM), inactives show at the top dose activity change, negative = inhibition, most hits filed as inhibitors; further: potency means the concentration at half of the fitted maximal effect; on the % scale 0 is the no-effect control and ±100 the full control effect
#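 Hydroperoxide product was detected by ferrous iron/xylenol orange as the 573 to 405 nm absorbance ratio. Arachidonic acid at 40 uM (final) was turned over for 30 min at room temperature by 150 nM human 12hLO, pH 7.0 Hepes buffer, after 15 min compound preincubation.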
# Pol beta inh: qHTS Assay for Inhibitors of DNA Polymerase Beta | 1.3% of 340,000 active | Potency, µM (top dose mostly 114 µM), for inactives: at the top dose activity change, negative = inhibition, usual class: inhibitors | Pol beta primer extension/strand displacement, fluorescence kinetic | P06746; further: potency means the concentration at half of the fitted maximal effect; on the % scale 0 is the no-effect control and ±100 the full control effect
#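 Pol beta (10 nM) and compounds were preincubated 15 min at room temperature, then 50 nM substrate (final) started primer extension/strand displacement. Reads were taken at 0 and 10 min; concentration-response data were fitted to a four-parameter Hill equation.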
# POLH inh: qHTS for Inhibitors of Polymerase Eta; recombinant Pol eta, fluorescent DNA replication assay; 1.2% of 390,000 active; AID 588591, 2011; Potency, µM (series often up to 114 µM), for inactives: top-dose activity change, negative = inhibition, hits mostly inhibitors; DNA polymerase eta (Homo sapiens), Q9Y253; further: potency means the concentration at half of the fitted maximal effect; on the % scale 0 is the no-effect control and ±100 the full control effect
#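 Fluorescent replication assay: 50 nM final substrate added after a 15 min room-temperature compound preincubation with 10 nM enzyme. Signal taken at 0 min and again at 10 min.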
# Anesthetic bind: qHTS Assay for Identification of Novel General Anesthetics. 0.074% of 350,000 active. apoferritin/1-aminoanthracene competitive binding, fluorescence. Potency, µM (top dose mostly 77.5 µM), inactives show top-dose activity change, negative = displacement, hits mostly inhibitors; further: potency means the concentration at half of the fitted maximal effect; on the % scale 0 is the no-effect control and ±100 the full control effect; nearly all actives have a fitted effect of over 20% in size
# Target sequence (P02791 2-175 limits assumed): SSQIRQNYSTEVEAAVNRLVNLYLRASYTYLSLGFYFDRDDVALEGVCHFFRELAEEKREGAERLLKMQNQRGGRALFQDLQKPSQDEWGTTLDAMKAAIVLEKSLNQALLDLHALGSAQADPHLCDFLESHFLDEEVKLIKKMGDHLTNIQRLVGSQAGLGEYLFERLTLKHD
#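 10 uM apoferritin + 50% sat. 1-AMA, PBS; cpd 10 min RT; Ex380/Em535 endpoint; normalized to free probe vs complex; 4-param Hill fit; propofol titration as pos. ctrl.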
# APEX1 inh: qHTS Assay for Inhibitors of the Human Apurinic/apyrimidinic Endonuclease 1 (APE1); recombinant APE1, TAMRA/BHQ-2 abasic DNA cleavage fluorescence; Potency, µM (series often up to 65.8 µM), inactives show at the top dose activity change, negative = inhibition, hits mostly inhibitors; 0.35% of 350,000 active;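 further: potency means the concentration at half of the fitted maximal effect; plate controls were vehicle for no effect and reference inhibitor for full effect; nearly all actives have a fitted effect of over 55% in size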
# Target sequence (P27695 whole entry, looked up): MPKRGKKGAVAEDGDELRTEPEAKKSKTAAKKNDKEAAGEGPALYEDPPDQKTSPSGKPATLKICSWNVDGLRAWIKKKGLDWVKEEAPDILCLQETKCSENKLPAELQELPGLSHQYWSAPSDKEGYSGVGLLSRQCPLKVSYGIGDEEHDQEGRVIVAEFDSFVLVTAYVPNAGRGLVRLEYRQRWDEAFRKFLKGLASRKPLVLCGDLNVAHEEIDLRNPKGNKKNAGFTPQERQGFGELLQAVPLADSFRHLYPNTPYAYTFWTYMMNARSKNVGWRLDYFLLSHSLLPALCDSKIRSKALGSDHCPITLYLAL
#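 APE1 at 0.75 nM preincubated 15 min at room temperature with compound. Reaction then started with 50 nM double-stranded THF-abasic substrate labelled with TAMRA/BHQ-2, and 525/598 nm fluorescence read kinetically. Activity taken as third-minus-first read difference, normalized to DMSO and NSC13755 controls.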
# LDHA block: qHTS assay for inhibitors of human lactate dehydrogenase; L-lactate dehydrogenase A chain (Homo sapiens), P00338; activity change, % (values are at about 110 or 230 µM); purified LDHA, NADH/diaphorase-resazurin fluorescence; hits give low values; 0.15% of 480,000 active; AID 1347041, 2019; in the data active means activity change below about -30%; inconclusive means mostly about -25% to -30%;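 further: plate controls were DMSO wells for no effect and wells without enzyme for full effect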
#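 LDH5 2 nM; NADH 0.06 mM, pyruvate 0.2 mM; 200 mM Tris pH 7.4, EDTA, Tween-20; 5 min RT. Detection: diaphorase 0.133 mg/mL + resazurin 37 µM, fluorescence ex540/em590 at 0 and 20 min; normalized to enzyme-free and DMSO wells.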
# RGS4 inhibitor: Inhibitors of Regulator of G Protein Signaling (RGS) 4: qHTS; Regulator of G-protein signaling 4 (Homo sapiens), P49798; Transcreener GDP fluorescence polarization, RGS4-accelerated GTP hydrolysis; Potency, µM (highest dose often 114 µM), for the others: top-dose activity change, negative = inhibition, actives largely listed as inhibitors; 0.039% of 390,000 active; further: potency means the concentration at half of the fitted maximal effect; on the % scale 0 is the no-effect control and ±100 the full control effect; nearly all actives have a fitted effect of over 75% in size; some results filed as inactive show a strong effect at the top dose
#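 MLSMR compounds (23 nl, pin-transferred) preincubated 10 min at room temperature with a 500nM (2x) first reagent, then RGS4 at 900nM (2x) plus Transcreener GDP mix added; fluorescence polarization (620/688 nm) read before and after 90 min at 30 °C.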
# An asterisk follows results filed as active; ? = inconclusive; / = not tested or not shown; & = joins results of further samples; [ ] = dose if it differs, or a comment. Unless noted, the call rests on the fitted dose curve; in most records, active means well fitted curve in the direction sought with a large enough effect; inconclusive means small, poorly fitted or top-dose-only effect, or another doubt; inactive means no such curve, though single readings can be large; an effect the other way counts as inactive or inconclusive.
# Values in the order – APEX1 inh, RGS4 inhibitor, Pol beta inh, LDHA block, POLH inh, 12-LOX inh, Anesthetic bind, Pol kappa inh, ERG-DNA inh
- COc1ccc(C(=O)n2c(N)nc3ccccc32)cc1OC
  -8%, -1%, -2%, -5, -15%, -14%, -5%, -1%, -9%
- COc1ccccc1C(=O)N/N=C1/NC(=O)CC(C(=O)Nc2ccccc2)S1 (centres undefined)
  0%, -8%, 11%, 2, -24%, 210%[activator], -6%, -8%, 4%
- COc1ccc(C)cc1NC(=O)C1CCN(C(=O)Cc2ccccc2)CC1
  0%, 17%, -22%, -7, 3%, 7%, -10%, -5%, -1%
- COC(=O)[C@H]1C[C@@H]1[C@H](NC(=O)c1cc(C)on1)c1ccccc1
  4%&0%, -8%, 12%, 0, -13%, 1%, 4%&8%, -1%, 0%
- CCOC(=O)CC(=O)CSc1nc2c(sc(=S)n2-c2ccc(C)c(C)c2)c(=O)[nH]1
  3%, -12%, 19%, -12, -1%, -1%, 2%, -13%, -4%
- CC1CC1C(=O)OCC(=O)NCc1ccc(Cl)cc1Cl (centres undefined)
  -1%, -23%, -5%, -10, -8%, -18%, -7%, -6%, 0%
- Cn1cnnc1SCc1ccc(F)c2ccccc12
  -4%, -14%, -18%, -5, -2%, 22%, -9%, -12%, -4%
- CC(=O)NC1C(=O)N=C(SCC(=O)Nc2sc3c(c2C#N)CCCCCC3)NC1=O (centres undefined)
  7%, 22%[56.9 µM], 44%[activator], -5, -2%, -14%, -8%, -8%, 0%
- CN1CCc2nc(NC(=O)c3cccc(S(=O)(=O)N4CCc5ccccc54)c3)sc2C1
  0%, 0%, -22%, -4, 7%, 25%, ?, -8%, 5%
- O=C1C=C(NCCc2ccccc2)C2(CCCCC2)O1
  -5%, -3%, 10%, -1, 7%, 13%, -6%, -18%, -7%
- CCN(CC(=O)Nc1ccc(NC(C)=O)cc1)C(=O)c1ccc(N2CCC(C)CC2)c([N+](=O)[O-])c1
  -19%, 3%, /, -3, -1%, 0%, /, -5%, -4%
- Cc1cc(=O)[nH]c2c1c(C)nn2C1CCCC1
  -2%, -4%, 3%, -3, -3%, 13%, -8%, -9%, -8%
- COc1ccc(NC(=O)/C(=C\c2ccc(OS(=O)(=O)c3ccc(C)cc3)cc2)NC(=O)c2ccccc2)cc1
  12%, 7%, 7%, -2, -6%, 150%[activator], -21%, -1%, -9%
- Cc1ccc(/C=C2\SC(N3CCCC3)=NC2=O)cc1
  2%, /, -24%, /, /, -17%, -13%, /, /
- O=S(=O)(c1ccc(S(=O)(=O)N(Cc2ccco2)Cc2ccccc2Cl)cc1)N1CCCC1
  22%, -10%, 9%, -8, -4%, -10%, -9%, 1%, -5%
- COC(=O)c1ccc(OCCCCN(C)Cc2ccccc2)cc1
  -6%, 9%, -25%, -8, -6%, ?, -5%, 7%, -1%
- CC1=C(C(=O)Nc2ccccc2)C(c2cc(Br)ccc2F)n2ncc(C(=O)Nc3ccccc3)c2N1 (centres undefined)
  /, -13%, -26%, -4, 4%, -13%, -7%, -11%, 5%
- NS(=O)(=O)c1cccc(NC(=O)CSc2nc3nc(-c4cccs4)cc(C(F)(F)F)c3c(=O)[nH]2)c1
  2%, -15%[56.9 µM], 3%, -4, 40µM*, ?, -2%, -15%, -3%
- CN(Cc1ccccc1)C(=O)C1CCN(S(=O)(=O)c2cccc3nonc23)CC1
  16%, 2%, -9%, -9, 3%, 3%, 5%, 1%, -4%
- O=C(CS(=O)(=O)Cc1ccccc1)Nc1nnc(C2CCCCC2)s1
  13%, -31%, 17%, 3, -7%, ?, ?, -2%, -8%
- O=C(c1ccccn1)N1CCCC(N2CCN(c3ccccc3)CC2)C1 (centres undefined)
  41%, 9%, 79%, 0, -18%, 12%, -5%, 3%, -1%
- O=C(CCNS(=O)(=O)c1ccc2c(c1)CCCC(=O)N2)Nc1cccc(Cl)c1
  /, 6%, -1%, 2, -6%, -14%, 1%, -21%, 6%
- COCc1cc(=O)[nH]c2cc(NC(=O)C(F)(F)F)c(C)cc12
  -4%, 5%, 2%, 6, 9%, 0%, 1%, -2%, -17%
- O=C(COc1ccccc1)NCc1ccccc1
  3%, 3%, 2%, 0, -4%, 20%, -6%, -1%, /
- CC(C)CN(C(=O)CSc1nnnn1-c1ccccc1)c1c(N)n(CC(C)C)c(=O)[nH]c1=O
  -7%, -8%, 1%, -5, -3%, 23%, -19%, 14%, 11%
- O=C(Nc1ccccc1)c1ccc[n+](Cc2ccc([N+](=O)[O-])cc2)c1
  5%, 1%, 32%, -11, -15%, 2%, -7%, -15%, -6%
- COc1cc(C2c3c(-c4c(C)cc(C)cc4O)n[nH]c3C(=O)N2Cc2ccco2)cc(OC)c1OC (centres undefined)
  /, -2%, -13%, -14, /, -8%, 59%[activator], -19%, 2%
- CC(C)(CNC(=O)c1ccc(S(=O)(=O)Nc2ccccc2F)cc1)N1CCOCC1
  16%, 17%, /, -8, -10%, -17%, /, -12%, /
- CN1CCN(C(=O)c2cc(Cl)cc(Cl)c2)CC1
  7%, 7%, -1%, -4, -3%, -8%, -7%, -18%, 25%
- CCN(CC)C(=O)Oc1ccc2oc(=O)cc(-c3cc4cccc(OC)c4o3)c2c1
  2%, -12%, 2%, -4, -23%, 4%, -13%, -11%, 0%
- Cc1occc1-c1nnc(SCC(N)=O)o1
  -1%, 4%, 0%, -6, -9%, -1%, -19%, -16%, 1%
- CCC(C)(O)C(=O)N[C@H]1CCCN1C(=O)/C=C/c1ccccc1 (some centres undefined)
  31%, -18%, /, 11, 1%, 1%, /, 9%, 5%
- CSc1ncccc1C(=O)OCC(=O)N(C)C
  ?, 5%, 0%, -1, -12%, 3%, -2%, -7%, -4%
- O=C(Cc1c(Cl)cccc1Cl)N/N=C/c1cccnc1
  -10%, 10%, 7%, 0, 1%, 54%[activator], -7%, -1%, -9%
- CCCc1cc(NCCN(C)C)n2c(nc3ccccc32)c1C#N
  20%, 11%, 1%, 4, -21%, 363%[activator], 120%[activator], 6%, 0%
- CC(C)c1ccccc1NS(=O)(=O)c1cccs1
  50%[activator], 3%, 15%, -6, -11%, -21%, ?, -11%, -9%
- COc1ccc(-c2cccc3c2NC(=O)C3=O)cc1OC
  1%, ?, /, 5, -15%, -1%, /, -25%, -9%
- CCOc1ccc(-c2cc3c(=O)n(CC(=O)Nc4c(C)cccc4C)ccn3n2)cc1
  /, -21%, -19%, -3, /, -23%, 25%, 4%[60.1 µM], 2%
- Cc1oc(-c2ccc(C(=O)NCc3ccccc3Cl)cc2)nc1CN1CCc2ccccc21
  /, 7%, 13%, -12, -7%, -12%, -1%, -6%[60.1 µM], -4%
- O=C(O)CC(Cc1ccc(Br)cc1)C(=O)Nc1ccccc1 (centres undefined)
  4%, -5%, -1%, -1, -8%, 0%, ?, 2%, 2%
- Cc1ccc(Nc2nc3nonc3[nH]c2=O)cc1
  -3%, -24%, 12%, -9, -11%, ?, -15%, 2%, 7%
- COCCCn1c(=O)c2ccccc2n(Cc2ccc(C)cc2)c1=O
  36%, -14%, 17%, -4, -14%, 0%, 0%, -5%, -5%
- CC(NS(C)(=O)=O)C(c1cccs1)N1CCN(c2ccccc2)CC1 (centres undefined)
  -1%, 38%, 16%, -3, -7%, 21%, -7%, -13%, /
- O=C(c1ccco1)N1CCN(C(c2ccc(Cl)cc2)c2nnnn2Cc2ccccc2)CC1 (centres undefined)
  2%, -53%, -30%, 0, -14%, ?, -3%, 2%, -5%
- Cc1ccc(NC(=O)CSc2ncccc2C(=O)Oc2cccc([N+](=O)[O-])c2)cc1Cl
  3%, -13%, -2%, -1, ?, ?, -9%, -16%, 6%
- Cc1ccc(OCc2cc(C(=O)N(C)CCc3nc4ccccc4[nH]3)no2)cc1C
  -2%, 25%, 9%, 2, -12%, 7%, ?, -16%, -2%
- Cc1ccc2nc(/C(C#N)=C/c3cn[nH]c3-c3ccc(F)cc3)[nH]c2c1
  -17%, -5%, 1%, -3, -5%, 377%[activator], -13%, -7%, 12%
- CC(C)Oc1ccc(CNC(=O)Nc2ccc3c(c2)N(C)C(=O)c2ccccc2S3)cc1
  /, -12%, ?, -7, -8%, ?, -3%, 1%, 3%
- Nc1cc2c(cc1C(=O)c1ccccc1F)OCCO2
  -4%, -37%, -27%, -1, -12%, -9%, ?, 4%[60.1 µM], 12%
- O=c1[nH]c2c(c(=O)n1-c1ccccc1)CCO2
  /, 4%, /, -6, -5%, -17%, /, -20%, /
- O=C(NC1CC1)c1cccc(NC(=O)c2cn3ccccc3n2)c1
  19%, -16%, /, -5, -16%, 3%, /, -12%, -10%
- COc1ccc(-c2oc3ccc(-c4cc(OC)c(OC)c(OC)c4)cc3c2C#Cc2ccsc2)cc1
  9%, -38%, 104%, -3, -5%, 18%, -9%, -3%, 3%

# This is a subset; the hit share may differ from the screen's.
